Screening data (PubChem)
ZTA DNA inh – ZTA (EBV) inhibition in EBNA-1 counter-screen. P03206. ZTA-DNA binding, fluorescence polarization. inhibition, % at 11 µM. 0.15% of 320,000 active. AID 2234; in the data active = inhibition above about 33%
Target sequence (P03206 whole entry, looked up): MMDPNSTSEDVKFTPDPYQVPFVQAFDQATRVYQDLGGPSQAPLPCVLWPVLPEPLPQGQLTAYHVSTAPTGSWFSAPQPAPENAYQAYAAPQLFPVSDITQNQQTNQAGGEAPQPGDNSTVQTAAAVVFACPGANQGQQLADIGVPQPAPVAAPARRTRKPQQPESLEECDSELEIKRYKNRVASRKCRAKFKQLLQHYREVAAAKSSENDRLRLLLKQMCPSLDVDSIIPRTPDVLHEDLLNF
MEX-5 binding – C. elegans MEX-5 TCR-2 RNA binding activity. MEX-5/FITC-TCR2 RNA binding, fluorescence polarization; hits give low values. activity score (negative = inhibition of binding), % at 10 µM. 0.38% of 300,000 active;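 active = inhibition past about -25% in most replicates, and total fluorescence under double the plate's negative control median, limit read from the data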;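 also: 0% = DMSO and -100% = 5 µM competing unlabeled TCR2 RNA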
Efflux pump mplx – inhibitors of Candida antifungal efflux pumps expressed in yeast; S. cerevisiae Candida pump triplex, Nile Red efflux; AID 485275; inhibition, % at 10 µM; 0.44% of 330,000 active;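 active = plate passing quality check with inhibition over a set limit, or well fluorescence over plate mean plus 4 SD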;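 also: Nile Red retained in pooled yeast measured as flow cytometry median fluorescence; 0% = buffer negative control and 100% = Enniatin B positive control; higher means more Nile Red kept so more efflux inhibition; some compounds called inactive have numbers as strong as hits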
GLD-1 RNA inh – GLD-1-TGE RNA interaction inhibition (C. elegans); inhibition, % at 5.96 µM; 0.44% of 320,000 active; Q17339; purified GLD-1 + fluorescein TGE RNA, fluorescence polarization;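 active = percent inhibition above a per-plate cutoff, the plate mean of test compounds plus 3 SD, cut at about 30% in these data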;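 also: 0% = DMSO wells with GLD-1 and probe and 100% = wells lacking GLD-1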
Target sequence (Q17339 whole entry, looked up): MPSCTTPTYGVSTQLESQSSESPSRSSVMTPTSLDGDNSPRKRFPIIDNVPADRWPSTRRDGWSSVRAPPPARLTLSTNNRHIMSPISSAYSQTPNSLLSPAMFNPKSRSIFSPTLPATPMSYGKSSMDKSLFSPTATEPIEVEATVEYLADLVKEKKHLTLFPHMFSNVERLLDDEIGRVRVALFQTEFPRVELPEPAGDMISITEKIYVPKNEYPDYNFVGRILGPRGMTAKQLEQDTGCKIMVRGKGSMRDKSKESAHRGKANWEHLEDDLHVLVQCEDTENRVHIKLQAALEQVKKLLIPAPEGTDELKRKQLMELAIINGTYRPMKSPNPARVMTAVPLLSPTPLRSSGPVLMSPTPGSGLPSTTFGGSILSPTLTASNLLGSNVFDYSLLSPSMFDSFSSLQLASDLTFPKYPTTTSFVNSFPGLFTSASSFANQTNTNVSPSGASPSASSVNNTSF
MCL1 BIM primary – inhibitors of human MCL1 binding to BIM-BH3 peptide; Q07820; GST-MCL1 / FITC-Bim-BH3 fluorescence polarization; inhibition, % at 10.9 µM; 0.68% of 320,000 active; AID 2057;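 active = inhibition above the mean inhibition of all tested compounds plus 3 SD, set per campaign, cut at about 40% in these data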;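 also: 0% = DMSO wells and 100% = unlabeled Bim-BH3 peptide control; higher means more loss of mP so more displacement of Bim peptide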
Bcl-xL primary – blocks human Bcl-xL binding to Bim BH3 peptide; AID 2129; 0.7% of 320,000 active; inhibition, % at 10.9 µM; GST-Bcl-xL / FITC-Bim BH3 peptide fluorescence polarization; Q07817;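 active = inhibition above the mean of all tested compounds plus 3 SD, cutoff set per campaign, cut at about 30% in these data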;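 also: 0% = DMSO wells and 100% = unlabeled Bim-BH3 peptide competitor; inhibitors lower millipolarization by displacing the labeled peptide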
Target sequence (Q07817 whole entry, looked up): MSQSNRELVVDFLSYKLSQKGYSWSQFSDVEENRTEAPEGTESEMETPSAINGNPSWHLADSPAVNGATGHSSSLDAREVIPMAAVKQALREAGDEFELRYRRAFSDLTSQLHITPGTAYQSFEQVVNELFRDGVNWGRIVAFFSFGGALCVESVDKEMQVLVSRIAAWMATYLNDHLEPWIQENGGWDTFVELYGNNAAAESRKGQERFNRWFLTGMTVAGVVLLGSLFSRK
EBNA-1 inh – blocks EBNA-1 binding to DNA | EBNA-1 DNA binding, fluorescence polarization | inhibition, % at 14.8 µM | 0.34% of 300,000 active | AID 1950; in the data active = inhibition above about 28%
Fam108B counter – Fam108B inhibition, counter-screen for RBBP9 inhibitors. recombinant Fam108B, FP-Rh probe fluorescence polarization. inhibition, % at 9.51 µM. 0.33% of 300,000 active;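 active = inhibition above the screen mean inhibition plus 3 SD, computed separately per campaign, cut at about 18% in these data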;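 also: inhibitors lower polarization as less probe binds the enzyme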
CR mimetic SO – lowers age-related superoxide in aged yeast cells | AID 2690 | S. cerevisiae aged cells, superoxide DHE fluorescence; hits give low values | 0.18% of 330,000 active | superoxide response (% of plate mean), % at 10 µM;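 active = superoxide response under a set limit, about three screen SD below normal, cut at about 65% in these data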;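 also: yeast aged for seven days with compound at 30 °C before DHE staining; 100% = average MFI of all compound-treated wells on the plate with controls excluded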
The depositor's hits bear a star.

For Cc1nn(Cc2ccc(C(=O)Nc3ccccc3C(F)(F)F)o2)c(C)c1Br the results were ZTA DNA inh 5, MEX-5 binding -1.8, Efflux pump mplx 0.3, GLD-1 RNA inh -2, MCL1 BIM primary 9, Bcl-xL primary 6, EBNA-1 inh -2, Fam108B counter 1 and CR mimetic SO 92.
COc1ccc(NC(=O)CCCN2C(=O)CN(C)C2=O)c(OC)c1 was read as ZTA DNA inh -16, Efflux pump mplx -0.1, GLD-1 RNA inh 8, MCL1 BIM primary 6, Bcl-xL primary 4 and CR mimetic SO 92.
Screening CC(CSc1nnnn1-c1ccccc1)Cn1c(N2CCN(C)CC2)nc2c1c(=O)[nH]c(=O)n2C (configuration not stated) returned ZTA DNA inh 13, MEX-5 binding -0.8, Efflux pump mplx -0.1, GLD-1 RNA inh -3, MCL1 BIM primary 9, Bcl-xL primary 8, EBNA-1 inh 3, Fam108B counter 3 and CR mimetic SO 105.
Screening CCn1c(SCc2nc3ccccc3c(=O)[nH]2)nnc1C(C)NC(=O)c1ccccc1 (configuration not stated) returned ZTA DNA inh 7, MEX-5 binding -2.4, Efflux pump mplx 0.2, GLD-1 RNA inh -1, MCL1 BIM primary 5, Bcl-xL primary 0, EBNA-1 inh -14, Fam108B counter 1 and CR mimetic SO 107.
`Cn1c(N)c(C(=O)COC(=O)/C=C/c2ccc(Cl)cc2)c(=O)n(C)c1=O` gave ZTA DNA inh 0, Efflux pump mplx 0.0, GLD-1 RNA inh 2, MCL1 BIM primary -1, Bcl-xL primary -4 and CR mimetic SO 91.
O=C(CCn1c(=S)[nH]c2ccccc2c1=O)NCCSCc1ccccc1 was read as ZTA DNA inh 5, MEX-5 binding -3.1, Efflux pump mplx 0.0, GLD-1 RNA inh -5, MCL1 BIM primary -3, Bcl-xL primary 2, EBNA-1 inh 3, Fam108B counter -4 and CR mimetic SO 90.
CN(C)c1ccc(NC(=O)CCCCCn2nnc3ccccc3c2=O)cc1 was read as ZTA DNA inh -8, MEX-5 binding -1.8, Efflux pump mplx 0.1, GLD-1 RNA inh 3, MCL1 BIM primary 6, Bcl-xL primary 9, EBNA-1 inh 1, Fam108B counter 1 and CR mimetic SO 93.
CCOC(=O)N1CCC(NC(=O)c2oc3c(c2C)-c2[nH]ncc2CC3)CC1 was read as ZTA DNA inh 8, MEX-5 binding -1.6, Efflux pump mplx 0.1, GLD-1 RNA inh 1, MCL1 BIM primary 1, Bcl-xL primary 2, EBNA-1 inh 4, Fam108B counter -5 and CR mimetic SO 94.
O=C(Nc1ccc(C(=O)O)cc1)/C(=C\c1ccc(F)cc1)NC(=O)c1ccco1 was read as ZTA DNA inh 1, MEX-5 binding 2.1, Efflux pump mplx -0.1, GLD-1 RNA inh 1, MCL1 BIM primary 3, Bcl-xL primary 5, EBNA-1 inh 5, Fam108B counter -2 and CR mimetic SO 83.
`CC(=O)c1ccc(S(=O)(=O)N2CCC3(CC2)OCCO3)cc1` gave ZTA DNA inh 0, MEX-5 binding 4.1, Efflux pump mplx 0.2, GLD-1 RNA inh -6, MCL1 BIM primary -2, Bcl-xL primary 0, EBNA-1 inh -11, Fam108B counter 4 and CR mimetic SO 83.
`O=C(CN1C(=O)c2ccc([N+](=O)[O-])cc2C1=O)NCCC1=CCCCC1` gave ZTA DNA inh -3, MEX-5 binding 1.5, Efflux pump mplx 0.1, GLD-1 RNA inh -1, MCL1 BIM primary -2, Bcl-xL primary 1, EBNA-1 inh -6, Fam108B counter -3 and CR mimetic SO 95.
CC(C)(C)OC(=O)N[C@@H](COCc1ccccc1)C(=O)N[C@@H](CO)[C@H](O)[C@@H]1C[C@@H]1C(=O)NC1CCCCC1 was read as ZTA DNA inh 0, MEX-5 binding 1.5, Efflux pump mplx -0.1, GLD-1 RNA inh 0, MCL1 BIM primary -6, Bcl-xL primary 1, EBNA-1 inh 3, Fam108B counter -6 and CR mimetic SO 101.
Screening COCCn1c(SCC(=O)Nc2ccc(Cl)c(S(=O)(=O)N(C)C)c2)nc2ccccc21 returned ZTA DNA inh 14, MEX-5 binding -1.3, Efflux pump mplx 0.0, GLD-1 RNA inh 1, MCL1 BIM primary -7, Bcl-xL primary 5, EBNA-1 inh -2, Fam108B counter 0 and CR mimetic SO 104.
Screening COc1ccc2c(c1OC)C(=O)N(c1ccc(O)cc1)C2 returned ZTA DNA inh 5, MEX-5 binding -0.4, Efflux pump mplx -0.4, GLD-1 RNA inh 6, MCL1 BIM primary 7, Bcl-xL primary 8, EBNA-1 inh -7, Fam108B counter -1 and CR mimetic SO 93.
For CCCCCOc1ccc(C(=O)NCCC(=O)NCCCC(=O)OCC)cc1 the results were ZTA DNA inh -7, MEX-5 binding 0.6, Efflux pump mplx 0.0, GLD-1 RNA inh 2, MCL1 BIM primary -5, Bcl-xL primary 0, EBNA-1 inh 5, Fam108B counter 1 and CR mimetic SO 74.
For Cc1ccc2cc3cc(C(=O)N4CCN(C(=O)c5ccco5)CC4)sc3nc2c1 the results were ZTA DNA inh 5, MEX-5 binding -3.3, Efflux pump mplx 0.0, GLD-1 RNA inh 8, MCL1 BIM primary 6, Bcl-xL primary 13, EBNA-1 inh 11, Fam108B counter -1 and CR mimetic SO 105.
Screening CC(=O)Nc1ccc(N2CCN(Cc3ccccc3F)CC2)cc1 returned ZTA DNA inh 2, MEX-5 binding -0.6, Efflux pump mplx -0.1, GLD-1 RNA inh 2, MCL1 BIM primary 2, Bcl-xL primary 4, EBNA-1 inh -5, Fam108B counter -1 and CR mimetic SO 94.
C#CCNC(=O)[C@H](Cc1ccc(C(=O)c2ccccc2)cc1)NC(=O)OC(C)(C)C was read as ZTA DNA inh 0, MEX-5 binding -1.4, Efflux pump mplx -0.1, GLD-1 RNA inh 5, MCL1 BIM primary -1, Bcl-xL primary 4, EBNA-1 inh 4, Fam108B counter -2 and CR mimetic SO 99.
For NC(=O)Cn1cnc2c(nnn2-c2ccc(F)cc2)c1=O the results were ZTA DNA inh 4, MEX-5 binding 2.2, Efflux pump mplx 0.1, GLD-1 RNA inh -1, MCL1 BIM primary 2, Bcl-xL primary 0, EBNA-1 inh -1, Fam108B counter -1 and CR mimetic SO 87.
For CCCCc1nnc(NC(=O)C=C(C)C)s1 the results were ZTA DNA inh -2, MEX-5 binding 0.9, Efflux pump mplx 0.0, GLD-1 RNA inh -5, MCL1 BIM primary -5, Bcl-xL primary 3, EBNA-1 inh -5, Fam108B counter -1 and CR mimetic SO 120.
COc1ccc(NC(=O)CN(C)C(=O)Cc2ccsc2)cc1 was read as ZTA DNA inh 3, MEX-5 binding 0.9, Efflux pump mplx 1.2, GLD-1 RNA inh -9, MCL1 BIM primary -9, Bcl-xL primary -6, EBNA-1 inh -12, Fam108B counter -7 and CR mimetic SO 88.
Screening CC(CN(C(N)=O)c1ccccc1O)C(=O)O (configuration not stated) returned ZTA DNA inh 7, MEX-5 binding 1.5, Efflux pump mplx 0.1, GLD-1 RNA inh 2, MCL1 BIM primary 3, Bcl-xL primary 6, EBNA-1 inh -8, Fam108B counter -2 and CR mimetic SO 81.
`Cc1ccc(C(=O)C2=C(O)C(=O)N(Cc3cccnc3)C2c2ccc(Br)cc2)o1` (configuration not stated) gave ZTA DNA inh -5, MEX-5 binding 2.0, Efflux pump mplx -0.1, GLD-1 RNA inh 9, MCL1 BIM primary -2, Bcl-xL primary 2, EBNA-1 inh 2, Fam108B counter -3 and CR mimetic SO 98.
CCOC(=O)CCn1nc(-c2ccc(Cl)cc2)cc1N was read as ZTA DNA inh -3, MEX-5 binding 0.2, Efflux pump mplx -0.2, GLD-1 RNA inh 5, MCL1 BIM primary 5, Bcl-xL primary 4, EBNA-1 inh 2, Fam108B counter -1 and CR mimetic SO 89.
For Oc1ccc2[nH]ccc2c1 the results were ZTA DNA inh 8, MEX-5 binding 0.2, Efflux pump mplx -0.1, GLD-1 RNA inh -1, MCL1 BIM primary 6, Bcl-xL primary 2, EBNA-1 inh 3, Fam108B counter 4 and CR mimetic SO 102.
Cc1ccc2[nH]c(C(=O)Nc3ccc(F)cc3)cc2c1 was read as ZTA DNA inh -9, MEX-5 binding 1.1, Efflux pump mplx -0.1, GLD-1 RNA inh 1, MCL1 BIM primary -4, Bcl-xL primary 1, EBNA-1 inh -10, Fam108B counter -1 and CR mimetic SO 94.
Screening Cc1cc(C)nc(SCC(=O)N/N=C/c2cccc([N+](=O)[O-])c2)n1 returned ZTA DNA inh -1, MEX-5 binding 3.0, Efflux pump mplx -0.2, GLD-1 RNA inh 4, MCL1 BIM primary 3, Bcl-xL primary 1, EBNA-1 inh 7, Fam108B counter 9 and CR mimetic SO 97.
`O=C(c1ccc2c(c1)OCCO2)N(c1ccccn1)C1CCCCC1` gave ZTA DNA inh -2, MEX-5 binding 0.3, Efflux pump mplx 0.5, GLD-1 RNA inh 3, MCL1 BIM primary 2, Bcl-xL primary 1, EBNA-1 inh -18, Fam108B counter 5 and CR mimetic SO 101.
CCn1c(Cc2ccccc2)nnc1SCC(=O)Nc1nc(C)cs1 was read as ZTA DNA inh 11, MEX-5 binding -2.1, Efflux pump mplx -0.1, GLD-1 RNA inh 1, MCL1 BIM primary 10, Bcl-xL primary 3, EBNA-1 inh -4, Fam108B counter 2 and CR mimetic SO 104.
For CCOc1ncccc1C(=O)OCC(=O)Nc1ccc2c(c1)OCO2 the results were ZTA DNA inh -3, MEX-5 binding -0.9, Efflux pump mplx 0.1, GLD-1 RNA inh 6, MCL1 BIM primary -4, Bcl-xL primary 1, EBNA-1 inh -8, Fam108B counter 2 and CR mimetic SO 97.
CCC(=O)Nc1nc(C)c(C(=O)Nc2cccc(Cl)c2)s1 was read as ZTA DNA inh -17, MEX-5 binding -0.9, Efflux pump mplx -0.1, GLD-1 RNA inh 5, MCL1 BIM primary 4, Bcl-xL primary -3, EBNA-1 inh -17, Fam108B counter -6 and CR mimetic SO 100.
Screening CCOc1cc(C)nc(Oc2ccc(=O)[nH]n2)n1 returned ZTA DNA inh 6, MEX-5 binding -1.3, Efflux pump mplx -0.1, GLD-1 RNA inh 4, MCL1 BIM primary -3, Bcl-xL primary 4, EBNA-1 inh 9, Fam108B counter 3 and CR mimetic SO 74.
For CCOC(=O)c1sc(NC(=O)CSc2nnc(-c3ccco3)n2CC)c(C(=O)OCC)c1C the results were ZTA DNA inh -7, MEX-5 binding 2.4, Efflux pump mplx -0.1, GLD-1 RNA inh -4, MCL1 BIM primary 9, Bcl-xL primary 6, EBNA-1 inh -7, Fam108B counter -5 and CR mimetic SO 97.
`COc1cc(C(=O)NC2CCCCCCC2)cc(OC)c1OC` gave ZTA DNA inh 2, MEX-5 binding -0.5, Efflux pump mplx 0.0, GLD-1 RNA inh 4, MCL1 BIM primary 0, Bcl-xL primary 5, EBNA-1 inh 0, Fam108B counter 0 and CR mimetic SO 113.
Screening O=C(Cc1ccccc1)NCC(=O)OCC(=O)c1ccc(Cl)cc1 returned ZTA DNA inh -1, MEX-5 binding 0.9, Efflux pump mplx 0.1, GLD-1 RNA inh 9, MCL1 BIM primary 2, Bcl-xL primary 6, EBNA-1 inh 10, Fam108B counter 1 and CR mimetic SO 96.
For Cc1nc(NC(=O)c2ccccc2)sc1-c1csc(Nc2cccc(Cl)c2)n1 the results were ZTA DNA inh 5, MEX-5 binding -0.8, Efflux pump mplx 0.0, GLD-1 RNA inh -8, MCL1 BIM primary -23, Bcl-xL primary -7, EBNA-1 inh 10, Fam108B counter 6 and CR mimetic SO 95.
